Screening data: PubChem BioAssay, The Scripps Research Institute Molecular Screening Center
UHRF1 binding: human UHRF1 methylated DNA binding inhibitors | Q96T88 | UHRF1 binding to methylated oligo, TR-FRET | inhibition, % at 4.4 µM | 0.75% of 370,000 active | AID 687016; in the data active = inhibition above about 21%;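 also: UHRF1 SRA domain binding a hemimethylated CpG hairpin DNA probe; 0% = median of test compound wells and 100% = reference inhibitor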
PG9 binder: binds the HIV-1 gp120 antibody PG9. AID 624416. 0.43% of 360,000 active. inhibition, % at 6.7 µM. TR-FRET gp120-PG9 antibody binding; in the data active = inhibition above about 8.5%
TDP2 absorb: TDP2 (human) inhibition, absorbance primary screen. recombinant TDP2, T5PNP hydrolysis, p-nitrophenol absorbance 415 nm. O95551. 0.34% of 370,000 active. AID 720702. inhibition, % at 12.8 µM;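 active = inhibition above the mean of all tested compounds plus 3 SD, set per campaign, cut at about 25% in these data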;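 also: 0% = DMSO with enzyme and 100% = buffer with substrate but no TDP2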
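Assay system: Recombinant human TDP2 | Quantity: 120 nM TDP2 per well | Incubation: 2 h at 37 °C | Signal: Epi absorbance | Evaluation: Percent inhibition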
mABHD4 FP: inhibitors of mouse ABHD4; Q8VD66; purified mABHD4, FP-Rh probe fluorescence polarization; inhibition, % at 8.92 µM; 0.54% of 370,000 active; AID 720543;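 active = inhibition exceeding the mean over every tested compound plus 3 SD, cut at about 30% in these data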;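 also: 0% = plate median of compound wells and 100% = S159A mutant with DMSO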
Target sequence (Q8VD66 whole entry, looked up): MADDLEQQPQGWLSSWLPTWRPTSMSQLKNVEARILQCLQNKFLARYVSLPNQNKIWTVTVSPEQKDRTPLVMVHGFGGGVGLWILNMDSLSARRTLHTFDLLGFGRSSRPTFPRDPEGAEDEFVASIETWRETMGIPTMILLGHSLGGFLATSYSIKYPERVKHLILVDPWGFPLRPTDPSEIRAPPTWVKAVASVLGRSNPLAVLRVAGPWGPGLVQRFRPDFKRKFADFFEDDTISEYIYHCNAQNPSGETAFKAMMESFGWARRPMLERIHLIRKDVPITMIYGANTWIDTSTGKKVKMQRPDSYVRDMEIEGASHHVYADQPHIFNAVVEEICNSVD
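System: mouse ABHD4 enzyme, wild type / Medium: HEPES pH 7.0, NaCl, Pluronic buffer / Reagent: FP-Rh activity-based fluorescent probe / Control set: S159A mutant high control, sample median low control / Detection: fluorescence polarization with parallel and perpendicular emission, 525/598 nm / Schedule: 45 min + 60 min at 25 °C / Compound dosing: 8.92 µM, single dose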
SIAE primary: human SIAE inhibition, primary screen; AID 1053197; Q9HAT2; inhibition, % at 9.66 µM; 0.69% of 370,000 active; SIAE FP-Rh probe binding, fluorescence polarization;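 active = inhibition above a cutoff: mean of compounds within the control limits plus 3 SD of those, cut at about 17% in these data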;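 also: 0% = plate median of compound wells and 100% = probe without SIAE protein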
LEDGF integ inh: blocks HIV-1 LEDGF/p75-dependent DNA integration; TR-FRET IN-LEDGF/p75 DNA integration, Eu/Cy5; inhibition, % at 3.7 µM; 0.64% of 370,000 active; AID 743269;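 active = inhibition above the screen-wide mean plus 3 SD, cut at about 13% in these data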;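 also: signal is the Cy5 over europium emission ratio at 671 and 618 nm; 0% = plate median of compound wells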
TCR-CD3 inh: blocks the human TCR-CD3 interaction; TAMRA-labeled TCR probe fluorescence, biochemical; 0.37% of 360,000 active; AID 651800; inhibition, % at 9.4 µM; in the data active = inhibition above about 19%;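 also: recombinant mutant TCR 2C K166C tagged with TAMRA read by polarization; 0% = receptor in buffer alone and 100% = receptor with positive control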
Tn7 DDE FP: disrupts Tn7 cyclic peptide binding to fibrin D-Dimer-E complex. FP displacement of FITC-Tn7 peptide from fibrin DD(E); 0% = median of compound wells per plate. 0.13% of 370,000 active. AID 720508. P02675. inhibition, % at 8.3 µM;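 active = inhibition above the mean of compounds falling within the control limits plus 3 SD of them, cut at about 14% in these data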;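 also: 0% = plate median of compound wells and 100% = 10 µM Aha-Tn7 peptide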
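Test system: human clot-derived fibrin DD(E) complex / Quantity: 2 µM final DD(E) protein / Incubation: 10 min plus 3 h, room temperature / Measured by: fluorescence polarization / Benchmarks: high control of 10 µM Aha-Tn7 peptide / Replicates: singlicate testing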
HTRA1 inh: HTRA1 (human) protease inhibition; inhibition, % at 5.96 µM; 0.5% of 340,000 active; Q92743; recombinant HTRA1, FP-rhodamine activity-based probe, fluorescence polarization; AID 504803; in the data active = inhibition above about 36%;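 also: 0% = enzyme with DMSO and 100% = wells lacking enzyme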
Target sequence (Q92743 whole entry, looked up): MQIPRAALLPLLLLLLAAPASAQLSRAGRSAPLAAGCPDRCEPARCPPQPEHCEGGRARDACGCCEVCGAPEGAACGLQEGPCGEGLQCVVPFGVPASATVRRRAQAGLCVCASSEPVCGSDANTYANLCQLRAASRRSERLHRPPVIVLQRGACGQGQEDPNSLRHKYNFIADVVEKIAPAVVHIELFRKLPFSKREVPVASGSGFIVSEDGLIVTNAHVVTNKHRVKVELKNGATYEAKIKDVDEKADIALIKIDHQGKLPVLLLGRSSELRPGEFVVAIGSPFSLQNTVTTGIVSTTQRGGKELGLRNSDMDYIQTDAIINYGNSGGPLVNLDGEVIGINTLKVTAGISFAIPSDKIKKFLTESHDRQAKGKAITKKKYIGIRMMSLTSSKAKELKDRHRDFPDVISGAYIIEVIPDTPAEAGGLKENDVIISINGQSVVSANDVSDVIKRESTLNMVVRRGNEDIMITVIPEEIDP
PRMT1 FP inh: blocks human protein arginine methyltransferase 1; Q99873; recombinant PRMT1, activity-based probe fluorescence polarization; inhibition, % at 2.79 µM; 1.3% of 370,000 active;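 active = inhibition above about 21% made by adding two undisclosed values, limit read from the data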
* marks the source's active call; other numbers are inactive results; nt = not tested or not shown; & = joins results of further samples. Some of the compounds tested; count on the stated rates, not on these rows.

SMILES	UHRF1 binding	PG9 binder	TDP2 absorb	mABHD4 FP	SIAE primary	LEDGF integ inh	TCR-CD3 inh	Tn7 DDE FP	HTRA1 inh	PRMT1 FP inh
CCCCCCC(=O)N/N=C/c1c(O)n(CCCC)c(=S)[nH]c1=O	-1.8	-0.8	-4.0	10.5	-1.8	-0.7	5.8	1.9	3.0	-3.1
CC(C)CNP(=S)(c1ccccc1)C(C)(C)C (stereo unspecified)	2.2	-1.5	-6.1	1.5	-1.6	-5.9	1.6	-5.2	5.3	10.2
CCCN(CCC)CCc1c[nH]c2ccccc12	-2.4	2.7	-7.7	1.5	4.2	3.2	2.3	-5.8	nt	1.5
CCS(=O)(=O)CCSP(=O)(OC)OC	6.7	0.5	-2.4	-5.7	34.4*	3.6	-5.0	-3.3	2.3	8.1
O=c1[nH]c(=S)[nH]c(O)c1N=Nc1ccc2c(c1)OCO2	-9.5	-16.2	7.5	-7.1	-21.7	4.1	-12.8	-0.3	-7.7	-3.7
COC(=O)C1=C(c2ccc(F)cc2OCc2ccccc2)C[C@@H]2CC[C@H]1N2C(=O)N1CCOCC1	3.1	-0.5	7.5	0.4	8.4	-0.2	4.6	-1.8	-5.4	-3.0
COC(=O)C1=C(c2cccc(OCc3ccccc3)c2)C[C@@H]2CC[C@H]1N2C(=O)NCc1ccc(N(C)C)cc1	4.9	-1.2	0.5	14.2	9.2	0.5	1.2	5.2	-12.2	2.0
O=S(=O)(c1ccc(Cl)cc1)c1ccc(Cl)cc1	-1.6	-0.3	-1.1	-2.8	1.4	-3.5	0.8	-4.8	-6.0	-1.5
CC(=O)NC1CC2CCC(C1)N2 (stereo unspecified)	1.6	-1.0	2.9	-0.2	3.1	-3.5	2.9	-2.9	8.0	1.8
Oc1ccc2c3c1O[C@H]1[C@@H](O)CC[C@@]4(O)[C@@H](C2)N(CC2CCC2)CC[C@]314	0.1&0.2	-0.8&-1.0	-4.6&6.3	-4.4&-2.5	-2.9&1.0	3.6&0.8	10.1&1.8	-0.4&-2.2	8.0&-1.3	0.8&2.2
FC(F)(F)Oc1ccc(NC2=NCCCS2)cc1	-1.1	-0.4	-11.2	1.0	-5.8	3.0	-9.4	2.6	10.1	3.6
CCOc1cc2c(cc1OCC)-n1cccc1C(c1cccc(OCC)c1O)NC2 (stereo unspecified)	-1.0	-0.8	-11.3	4.0	5.0	2.8	10.5	-6.7	-8.5	1.9
c1ccc(CCN2CCC3CCNC3C2)cc1 (stereo unspecified)	1.3	0.4	-4.1	-5.7	2.3	6.6	3.0	2.2	nt	-3.6
COc1ccc2c(c1)/C(=C/c1cnc[nH]1)C(=O)N2	-24.2	-14.3	2.4	-1.2	1.2	2.5	1.1	1.2	5.8	-5.0
CN1C(=O)NC(=O)/C(=C/c2ccc(C(=O)O)cc2)C1=O	-3.9	-3.8	-7.9	-3.9	6.5	2.4	-3.4	-1.6	1.2	31.3*
C=CCn1c(O)c(C(CC)=Nc2cc(OC)ccc2OC)c(=O)[nH]c1=O	-0.3	1.1	-2.5	16.3	-4.1	-1.1	-7.5	5.2	3.5	8.6
O=C1NC2C(O)C(O)C(O)C(O)C2c2cc3c(c(O)c21)OCO3 (stereo unspecified)	-2.7	-0.1	-0.5	-3.8	3.6	-0.7	1.5	-1.8	0.6	-3.3
CN1CC2([N+](=O)[O-])CC=C(Cl)C([N+](=O)[O-])(C1)C2 (stereo unspecified)	1.0	1.6	-12.4	1.8	-2.1	-6.5	-2.0	3.7	2.9	1.7
O=[N+]([O-])c1ccc(NC2CCN(Cc3ccccc3)CC2)c2ccncc12	-11.1	-4.9	7.1	2.3	2.3	-6.9	-8.5	2.6	-3.7	0.0
CCN(C(=O)Oc1ccccc1)c1ccc(C(O)(C(=O)OC)C(F)(F)F)cc1 (stereo unspecified)	2.6	-4.1	-24.2	-14.3	-1.8	-1.7	-2.7	-1.1	-1.5	-2.6
CC(C)Oc1ccc(C2C(C#N)=C(N)Oc3c2c(=O)oc2ccccc32)cc1 (stereo unspecified)	1.4	0.4	-0.5	2.8	-2.8	0.4	-4.7	9.6	-1.3	1.6
Clc1ccc(CCNCc2ccncc2)c(Cl)c1	-1.7	-2.7	22.4	19.2	10.1	0.8	9.5	0.8	5.0	-5.8
CCC(C)NC(=O)c1c(N)n(CC2CCCO2)c2nc3ccccc3nc12 (stereo unspecified)	11.8	1.7	62.3*	-0.3	3.0	19.2*	-4.1	-5.3	-23.4	3.3
COc1ccccc1C(=O)Nc1ccc2c(c1)CC1(C(=O)N(C)C(=O)N(C)C1=O)C1CCCN21 (stereo unspecified)	-1.0	-1.6	-5.4	-0.8	-2.3	-1.9	7.5	-1.8	-0.2	-0.7

As a working copy, two of the compounds above:
SMILES	UHRF1 binding	PG9 binder	TDP2 absorb	mABHD4 FP	SIAE primary	LEDGF integ inh	TCR-CD3 inh	Tn7 DDE FP	HTRA1 inh	PRMT1 FP inh
C=CCn1c(O)c(C(CC)=Nc2cc(OC)ccc2OC)c(=O)[nH]c1=O	-0.3	1.1	-2.5	16.3	-4.1	-1.1	-7.5	5.2	3.5	8.6
O=C1NC2C(O)C(O)C(O)C(O)C2c2cc3c(c(O)c21)OCO3 (stereo unspecified)	-2.7	-0.1	-0.5	-3.8	3.6	-0.7	1.5	-1.8	0.6	-3.3

Among those listed so far, these have nitrogen in an aromatic ring:
SMILES	UHRF1 binding	PG9 binder	TDP2 absorb	mABHD4 FP	SIAE primary	LEDGF integ inh	TCR-CD3 inh	Tn7 DDE FP	HTRA1 inh	PRMT1 FP inh
CCCCCCC(=O)N/N=C/c1c(O)n(CCCC)c(=S)[nH]c1=O	-1.8	-0.8	-4.0	10.5	-1.8	-0.7	5.8	1.9	3.0	-3.1
CCCN(CCC)CCc1c[nH]c2ccccc12	-2.4	2.7	-7.7	1.5	4.2	3.2	2.3	-5.8	nt	1.5
O=c1[nH]c(=S)[nH]c(O)c1N=Nc1ccc2c(c1)OCO2	-9.5	-16.2	7.5	-7.1	-21.7	4.1	-12.8	-0.3	-7.7	-3.7
CCOc1cc2c(cc1OCC)-n1cccc1C(c1cccc(OCC)c1O)NC2 (stereo unspecified)	-1.0	-0.8	-11.3	4.0	5.0	2.8	10.5	-6.7	-8.5	1.9
COc1ccc2c(c1)/C(=C/c1cnc[nH]1)C(=O)N2	-24.2	-14.3	2.4	-1.2	1.2	2.5	1.1	1.2	5.8	-5.0
C=CCn1c(O)c(C(CC)=Nc2cc(OC)ccc2OC)c(=O)[nH]c1=O	-0.3	1.1	-2.5	16.3	-4.1	-1.1	-7.5	5.2	3.5	8.6
O=[N+]([O-])c1ccc(NC2CCN(Cc3ccccc3)CC2)c2ccncc12	-11.1	-4.9	7.1	2.3	2.3	-6.9	-8.5	2.6	-3.7	0.0
Clc1ccc(CCNCc2ccncc2)c(Cl)c1	-1.7	-2.7	22.4	19.2	10.1	0.8	9.5	0.8	5.0	-5.8
CCC(C)NC(=O)c1c(N)n(CC2CCCO2)c2nc3ccccc3nc12 (stereo unspecified)	11.8	1.7	62.3*	-0.3	3.0	19.2*	-4.1	-5.3	-23.4	3.3
